Assay outcomes: PubChem, several laboratories
Rin1 Abl inh: inhibitors of Rin1-Abl protein binding, primary screen, biochemical, TR-FRET. Tyrosine-protein kinase ABL1 (Homo sapiens) + Ras and Rab interactor 1 (Homo sapiens), …. inhibition, % at 7.35 µM. 360,000 tested, 0.4% active; in the data active = inhibition above about 5%, passing the limit was not always enough
FAS TE block: FAS thioesterase domain inhibitors, primary screen, biochemical, fluorescence intensity, uHTS | 360,000 tested, 0.67% active | recombinant FAS-TE, OMFH fluorogenic substrate, fluorescence endpoint | inhibition, % at 15 µM | AID 602261, 2012 | Fatty acid synthase (Homo sapiens), P49327;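 active = compounds whose normalised, plate-corrected inhibition of enzyme fluorescence in the single-dose primary screen is 50% or more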;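 note: 0% = DMSO with enzyme and 100% = substrate without enzyme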
MsrA inhibitor: bovine MsrA enzyme inhibitors, primary screen, biochemical, absorbance, HTS; purified bovine MsrA, absorbance read-out; inhibition, % at 15.5 µM; 360,000 tested, 0.75% active; AID 651718, 2012; in the data active = inhibition above about 4.5%;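 note: 0% = vehicle wells with enzyme and 100% = reference inhibitor wells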
MT1-MMP act inh: blockers of MT1-MMP proenzyme processing, primary screen, HT1080 RFP-PRO-GFP cells, GFP/RFP fluorescence. Matrix metalloproteinase-14 (Homo sapiens), P50281. GFP/RFP ratio fluorescence, overnight; percent of plate control window, DMSO zero. GFP/RFP ratio change, % at 20 µM. 360,000 tested, 0.061% active;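 active = GFP/RFP ratio change of at least 30% with cell ATP level not reduced by more than half and red fluorescence within 50% of control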; note: strong numbers were not always called active
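Assay system: HT1080 RFP-PRO-GFP cells | Dosing: 20 µM single dose, 1% DMSO | Incubation: Cells overnight before dosing, compound overnight, 37 °C, 5% CO2 | Evaluation: GFP/RFP fluorescence ratio | Control set: DMSO-only wells and HT1080 RFP-L50D-GFP cell wells as references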
CSN inh: inhibitors of CSN-mediated cullin deneddylation, primary screen, biochemical, fluorescence polarization, uHTS; Purified CSN, SCF-Nedd8-OG deneddylation; inhibition, % at 12.5 µM; 360,000 tested, 0.38% active; AID 651999, 2013;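 active = pattern-corrected inhibition above about 35%, with an unprinted fluorescence ratio check between 0.5 and 1.5, limit read from the data, passing the limit was not always enough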;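 note: 0% = enzyme with substrate and 100% = substrate without enzyme; some results filed as inactive read as strong as hits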
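test system = HEK293T-derived human Csn5 enzyme | amount = 0.24 nM Csn5 enzyme, final concentration | medium = Tris/NaCl/DTT buffer, pH 7.5 | schedule = 90 min reaction at room temperature | signal = FP | evaluation = inhibition of Csn5 cleavage, % | compound dosing = single dose of 12.5 µM compound with 0.25% DMSO | probe or stimulus = 10 nM SCFSkp2-Nedd8OG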
MLLE-PAM2 inh: inhibitors of PABP1 MLLE–PAM2 peptide binding, primary screen, biochemical, fluorescence polarization, FITC-PAM2, GST-MLLE; inhibition, % at 20 µM; 360,000 tested, 0.36% active; AID 588489, 2011; in the data active = inhibition above about 35%, passing the limit was not always enough;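 note: plate controls were DMSO wells with GST-MLLE for no effect and wells lacking GST-MLLE protein for full effect; some results filed as inactive read as strong as hits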
Target sequence (P11940 whole entry, looked up): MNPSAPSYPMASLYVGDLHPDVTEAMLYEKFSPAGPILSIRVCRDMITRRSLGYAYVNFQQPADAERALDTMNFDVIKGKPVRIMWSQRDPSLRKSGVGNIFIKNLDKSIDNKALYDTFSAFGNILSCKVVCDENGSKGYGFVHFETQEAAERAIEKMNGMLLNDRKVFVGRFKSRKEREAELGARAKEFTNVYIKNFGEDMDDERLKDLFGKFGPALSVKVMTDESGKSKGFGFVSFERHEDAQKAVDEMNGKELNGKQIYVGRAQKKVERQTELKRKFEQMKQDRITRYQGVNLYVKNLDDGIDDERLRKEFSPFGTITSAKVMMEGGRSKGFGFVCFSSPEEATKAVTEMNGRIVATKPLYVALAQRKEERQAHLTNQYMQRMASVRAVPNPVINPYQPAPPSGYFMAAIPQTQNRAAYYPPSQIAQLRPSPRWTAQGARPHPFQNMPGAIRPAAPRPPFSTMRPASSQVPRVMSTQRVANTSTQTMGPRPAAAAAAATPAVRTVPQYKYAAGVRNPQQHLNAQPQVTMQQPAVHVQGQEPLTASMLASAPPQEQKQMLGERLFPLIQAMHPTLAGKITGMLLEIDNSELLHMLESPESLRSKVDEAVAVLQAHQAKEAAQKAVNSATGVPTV
Rpn11 block: Rpn11 (PSMD14) deubiquitinase inhibitors, primary screen, biochemical, fluorescence polarization, uHTS | human 26S proteasome, Ub4-pepOG fluorescence polarization; 20S core pre-blocked with epoxomicin | 360,000 tested, 0.59% active | calls only at 20 µM | AID 588493, 2011 | 26S proteasome non-ATPase regulatory subunit 14 (Homo sapiens), O00487;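 active = inhibition at 20 µM, scaled to each plate's controls, above about 33%, limit read from the data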
Target sequence (O00487 whole entry, looked up): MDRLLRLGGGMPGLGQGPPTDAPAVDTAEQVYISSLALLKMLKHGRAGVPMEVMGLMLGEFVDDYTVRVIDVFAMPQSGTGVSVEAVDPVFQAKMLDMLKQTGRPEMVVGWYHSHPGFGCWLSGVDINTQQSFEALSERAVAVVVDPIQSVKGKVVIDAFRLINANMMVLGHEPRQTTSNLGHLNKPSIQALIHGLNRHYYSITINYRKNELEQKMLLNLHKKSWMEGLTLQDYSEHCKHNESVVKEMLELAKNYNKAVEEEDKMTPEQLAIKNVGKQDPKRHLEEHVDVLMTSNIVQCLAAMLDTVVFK
E coli Lon inh: inhibitors of E. coli Lon protease, primary screen, biochemical, fluorescence polarization. inhibition, % at 7.94 µM. 360,000 tested, 0.42% active. purified E. coli Lon protease; in the data active = inhibition above about 13%, passing the limit was not always enough;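 note: 0% = enzyme with probe and DMSO and 100% = no enzyme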
bovine MsrA act: bovine MsrA enzyme activators, primary screen, biochemical, absorbance, HTS; AID 602163, 2012; Methionine sulfoxide reductase A (Bos taurus); activation, % at 10.6 µM; purified bovine MsrA, absorbance read-out; 360,000 tested, 0.3% active; in the data active = activation above about 7.5%;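 note: 0% = vehicle and 100% = reference activator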
Starred values were filed as active, the others as inactive; i = inactive; . = no result given; + = active, no number; & = joins results of further samples. A portion of the library; count on the stated rates, not on these rows.

SMILES	Rin1 Abl inh	FAS TE block	MsrA inhibitor	MT1-MMP act inh	CSN inh	MLLE-PAM2 inh	Rpn11 block	E coli Lon inh	bovine MsrA act
COC(=O)C1=C(c2ccccc2)C[C@@H]2CC[C@H]1N2C(=O)NCCO	0	-14	-0.7	5	-3	27	i	-2	-10
COC(=O)C1=C(c2ccc(S(C)(=O)=O)cc2)C[C@@H]2CC[C@H]1N2C(=O)NC1CCCCC1	0	-6	-0.3	-6	0	6	i	-2	-3
CN1C(=O)N(C)C(=O)C(CCc2ccccn2)(CCc2ccccn2)C1=O	-1	-6	-0.6	9	-4	3	i	-3	-1
Cc1cc2oc(=O)cc(-c3cc4ccccc4o3)c2cc1OC(=O)N(C)C	0	12	1.6	2	-3	4	i	2	-2
CCCCC/C(=N/O)c1c(C)[nH]c2ccccc12	1	-62	0.0	3	-1	2	i	-5	-2
CC(C)Oc1ccc(CC2(CCc3ccncc3)C(=O)NC(=O)NC2=O)cc1	1	-5	-1.6	0	0	3	i	3	-2
Cc1cc(/C=C2/C(=O)NC(=O)N(C)C2=O)c(C)n1-c1ccccc1	-1	-4	0.2	-3	-5	-12	i	1	-6
O=c1[nH]cc(COCC(F)(F)C(F)(F)C(F)(F)F)c(=O)[nH]1	2	2	-1.1	-14	-1	17	i	-12	-4
COc1cc(C2(C#N)CCN(C)CC2)cc(OC)c1OC	-2	-4	0.0	0	2	9	i	4	-1
COc1cccc(-n2nc(C(=O)N3CCC4(CC3)OCCO4)c3ccccc3c2=O)c1	0	-5	-0.1	2	-1	-2	i	10	-3
CCCCn1c(=O)c(C(=O)Nc2ccccc2S(N)(=O)=O)c(O)c2ccccc21	0	8	0.0	6	1	-11	i	8	-1
CCOP(=S)(OCC)Oc1nc(Cl)c(Cl)cc1Cl	0	22	-0.3	7	-1	31	i	0	-4
CC(NC(=O)Oc1ccccc1)C(c1cccs1)N1CCOCC1 (centres undefined)	-3	-7	-0.6	1	0	-1	i	0	-8
CSC(=Nc1ccccc1)c1c(O)n(C)c(=O)n(C)c1=O	1	-7	-0.1	-26	7	2	i	-2	-2
CNCC(O)c1ccc(O)cc1 (centres undefined)	0	-5	-1.5	5	1	-13	i	-4	1
CCOC(=O)[C@]12Cc3cc(OC)ccc3[C@H]1N(C(C)C)C(=O)c1ccccc12	.	37	-0.3	-16	-4	.	.	-9	-1
O=C1C(=O)c2ccccc2-c2ccccc21	6	39	0.5	-22	59*	3	i	-3	49*
CN(C)C1(CNC(=O)c2ccc(Cl)c(S(=O)(=O)NCc3ccco3)c2)CCCCC1	3	-3	-0.3	7	5	-13	i	-5	7
COC(=O)c1ccccc1N=Cc1c(O)[nH]c(=S)[nH]c1=O	-1	-9	-1.1	13	4	-15	i	2	-1
O=C(c1cccc(N2CCCC2=O)c1)N1CCC2(CC1)OCCO2	-5	-9	0.4	-3	3	2	i	6	-1
CCCCOc1ccc(CCN)cc1Cl	2	-12	-0.5	-5	-1	11	i	7	-1
COC(=O)c1c(C)n(Cc2ccco2)c2ccc(O)cc12	-1	-1	-0.5	5	-1	-3	i	-7	-1
O=[N+]([O-])O[C@H]1CO[C@H]2[C@@H]1OC[C@H]2O[N+](=O)[O-]	-1	1	-1.5	5	-1	12	i	1	-2
COc1ccc(-n2c(O)c(/C=C3\C=Nc4ccc(Br)cc43)c(=O)[nH]c2=O)cc1	-3	-8	-0.9	-5	16	-101	+	-100	-3
CCOP(=S)(OCC)SCC(=O)NC(C)(CC)C(=O)O (centres undefined)	4	-6	1.1	-1	0	34	i	3	-3
Additional structures.
SMILES	Rin1 Abl inh	FAS TE block	MsrA inhibitor	MT1-MMP act inh	CSN inh	MLLE-PAM2 inh	Rpn11 block	E coli Lon inh	bovine MsrA act
Oc1ccc(/C=N/NP(=S)(c2ccccc2)c2ccccc2)cc1	1	11	2.1	-2	-6	30	i	0	-4
O=C(C[n+]1ccn(CCCNP2(=O)C=C(c3ccccc3)OC(c3ccccc3)=C2)c1)c1ccccc1	1	-5	-0.1	-3	3	-5	i	-9	-14
COc1ccccc1CCNC1C2CC3CC(C2)CC1C3 (centres undefined)	0	-13	0.4	3	-8	5	i	2	-4
CCn1c(=O)n(CC(=O)N2CCC3(CC2)OCCO3)c(=O)c2ccccc21	-1	-9	0.5	2	2	-1	i	-5	-6
O=C(CCC(=O)N1C[C@H]2C[C@@H](C1)c1cccc(=O)n1C2)NCc1ccccc1	4	-7	0.4	-1	3	5	i	-4	-1
CSc1ccc(C(=O)C2CCCN(C)C2)cc1 (centres undefined)	1	-2	0.8	-2	-3	8	i	3	-2
c1ccc2oc(-c3ccc4c(c3)CNCc3cnnn3-4)cc2c1	-4	-2	2.8	8	-5	3	i	2	-4
COC(=O)C1(F)C(=O)NC(=O)NC1O (centres undefined)	.	-3	0.2	10	-4	.	.	-6	-3
O=C(C[N+]12CCC(CC1)C(CO)C2)c1ccc(Br)cc1 (centres undefined)	-2	-6	-1.3	3	2	13	i	-10	0
COC(=O)C1=C(c2cccc(OCc3ccccc3)c2)C[C@@H]2CC[C@H]1N2C(=O)NNCc1ccccc1	3	23	-0.1	-4	-1	-8	i	-12	-1
Clc1ccccc1N1CCN(Cc2ccc3c(c2)OCO3)CC1	3	14	0.9	0	-3	6	i	-13	-2
CC(=O)C1CCC2C3CC(O)C4CC(O)CCC4(C)C3CCC12C (centres undefined)	3	-3	-1.4	0	4	11	i	-7	-5
O=C1CC(=O)N(c2cccc(C(F)(F)F)c2)C(=O)N1	2	-4	1.4	-7	0	-20	i	-46	4
Cc1c(C(=O)N2CCC3(CC2)OCCO3)sc2ncnc(N3CCc4ccccc4C3)c12	0	13	-0.2	1	2	-1	i	3	-2
O=C1OCCC1NC1=NCCC1 (centres undefined)	4	-4	-1.0	3	-2	7	i	-4	-3
Cc1ccc(-c2cc(C(F)F)n3ncc(C(=O)N4CCC5(CC4)OCCO5)c3n2)cc1	1	9	1.4	4	0	2	i	-1	-1
C=CCN1C(=O)/C(=C\c2ccc(N3CCOCC3)o2)C(=O)NC1=S	-14	-9	1.2	-83	112	-200	.	-177	-4
Cc1ccc(Cn2ccccc2=N)cc1	3	-3	0.4	-2	4	9	i	-3	-1
COc1ccc(/C=C/C2=CCN(C)CC2)cc1	-1	-5	-0.5	-10	-8	8	i	3	-7
CCOC(=O)C1C(OC(=O)c2ccccc2)CC2CCC1N2C (centres undefined)	2	4	-1.2	0	-1	2	i	-3	-1
CC(C)CCC1(CN2CCCC2=O)C(=O)NC(=O)NC1=O	-1	-10	0.1	2	-1	-11	i	-1	1
Cc1cccc(NC(=O)N2C[C@H]3C[C@@H](C2)c2cccc(=O)n2C3)c1	2	-6	1.4	2	-2	7	i	-7	-8
COC(=O)C1=C(c2ccc(F)cc2OCc2ccccc2)C[C@@H]2CC[C@H]1N2C(=O)NCc1ccccc1OC	0	23	1.4	-12	2	3	i	-7	0
CCCCCC1(C(C)C)C(=O)NC(=S)NC1=O	2	-5	0.7	-16	-5	15	i	-1	0
COC(=O)C1=C(c2cccc(OC)c2OC)C[C@@H]2CC[C@H]1N2C(=O)NCc1ccccc1	5	-7	0.7	-1	4	-6	i	2	-2
(cont.)
SMILES	Rin1 Abl inh	FAS TE block	MsrA inhibitor	MT1-MMP act inh	CSN inh	MLLE-PAM2 inh	Rpn11 block	E coli Lon inh	bovine MsrA act
NNCc1ccccc1	-2&3	-3&-6	0.8&-0.1	5&2	4&-1	-15&-13	i	-5&-4	-6&-3
CCN1CCc2ccccc2C1	-3	-2	-1.8	1	1	-8	i	1	-3
CN=C(SCc1cc2c(cc1Cl)OCO2)c1c(O)n(C)c(=O)n(C)c1=O	2	1	1.6	1	6	37	i	-1	3
Cc1ccccc1C(=O)N1Cc2cnnn2-c2ccccc2C1C#N (centres undefined)	-2	-4	-1.8	2	0	-9	i	-2	-8
COC(=O)C1=C(c2cccc(OCc3ccccc3)c2)C[C@@H]2CC[C@H]1N2C(=O)NCCN1CCOCC1	-1	-5	-0.6	2	-1	5	i	0	-2
Oc1cccc(/C=N/NP(=S)(c2ccccc2)c2ccccc2)c1	-3	13	0.4	3	-6	-59	i	-1	-8
CCOC(=O)[C@]12Cc3ccccc3[C@H]1N(C(C)C)C(=O)c1ccccc12	.	13	1.1	-2	-2	.	.	4	-1
CCCCCCN1CCN(c2ccccc2Cl)CC1	1	2	-0.5	2	9	10	i	-2	-13
OC1(c2ccc(F)cc2)CC2CCC(C1)N2Cc1nnnn1C1CCCCC1 (centres undefined)	5	4	0.1	2	0	4	i	-7	-6
O=Cc1c(C(=O)O)n(Cc2ccc(Cl)cc2)c2ccccc12	-4	-15	1.3	-73	60*	-119	.	-77	-5
Cc1cccc(C)c1OP(N)(=O)Oc1c(C)cccc1C	-2	1	-0.5	4	-8	-12	i	1	-6
CCc1cc2c(N3CCN(C)CC3)ncnc2s1	-3	-8	-1.5	-11	-1	-5	i	-5	-2
CCC(=NCCCN(CC)CC)c1c(O)n(C2CCCCC2)c(=O)[nH]c1=O	-2	-7	0.1	-20	3	-20	i	3	-2
CC12CCC(=O)C=C1CC(N1CC1)C1C2CCC2(C)C(O)CCC12 (centres undefined)	2	-2	-0.2	-4	1	18	i	-5	-3
c1ccc(-c2nnc(C3CC(c4cccnc4)=NO3)o2)cc1 (centres undefined)	2	-9	0.5	3	0	-1	i	9	-2
Cc1ncoc1C(=O)NCC1=C(c2cccc3ccccc23)C[C@@H]2CC[C@H]1N2Cc1ccco1	-4	-4	0.8	1	2	5	i	11	-1
O=[N+]([O-])c1cccc2c([As](=O)(O)O)cccc12	3	-7	0.9	1	-3	-12	i	-1	-12

Entries above containing an aryl methoxy group (8):
SMILES	Rin1 Abl inh	FAS TE block	MsrA inhibitor	MT1-MMP act inh	CSN inh	MLLE-PAM2 inh	Rpn11 block	E coli Lon inh	bovine MsrA act
COc1cc(C2(C#N)CCN(C)CC2)cc(OC)c1OC	-2	-4	0.0	0	2	9	i	4	-1
COc1cccc(-n2nc(C(=O)N3CCC4(CC3)OCCO4)c3ccccc3c2=O)c1	0	-5	-0.1	2	-1	-2	i	10	-3
CCOC(=O)[C@]12Cc3cc(OC)ccc3[C@H]1N(C(C)C)C(=O)c1ccccc12	.	37	-0.3	-16	-4	.	.	-9	-1
COc1ccc(-n2c(O)c(/C=C3\C=Nc4ccc(Br)cc43)c(=O)[nH]c2=O)cc1	-3	-8	-0.9	-5	16	-101	+	-100	-3
COc1ccccc1CCNC1C2CC3CC(C2)CC1C3 (centres undefined)	0	-13	0.4	3	-8	5	i	2	-4
COc1ccc(/C=C/C2=CCN(C)CC2)cc1	-1	-5	-0.5	-10	-8	8	i	3	-7
COC(=O)C1=C(c2ccc(F)cc2OCc2ccccc2)C[C@@H]2CC[C@H]1N2C(=O)NCc1ccccc1OC	0	23	1.4	-12	2	3	i	-7	0
COC(=O)C1=C(c2cccc(OC)c2OC)C[C@@H]2CC[C@H]1N2C(=O)NCc1ccccc1	5	-7	0.7	-1	4	-6	i	2	-2
